Source: PubChem
STK33 kinase inh = inhibitors of human STK33 kinase; AID 2661; inhibition, % at 10 µM; Q9BYT3; purified STK33, MBP phosphorylation, ADP-Glo luminescence; 320,000 compounds, 0.073% hits;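 active means inhibition at or above 25%, using the most active replicate where run in duplicate; inactive means inhibition below 25%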
Target sequence (Q9BYT3 whole entry, looked up): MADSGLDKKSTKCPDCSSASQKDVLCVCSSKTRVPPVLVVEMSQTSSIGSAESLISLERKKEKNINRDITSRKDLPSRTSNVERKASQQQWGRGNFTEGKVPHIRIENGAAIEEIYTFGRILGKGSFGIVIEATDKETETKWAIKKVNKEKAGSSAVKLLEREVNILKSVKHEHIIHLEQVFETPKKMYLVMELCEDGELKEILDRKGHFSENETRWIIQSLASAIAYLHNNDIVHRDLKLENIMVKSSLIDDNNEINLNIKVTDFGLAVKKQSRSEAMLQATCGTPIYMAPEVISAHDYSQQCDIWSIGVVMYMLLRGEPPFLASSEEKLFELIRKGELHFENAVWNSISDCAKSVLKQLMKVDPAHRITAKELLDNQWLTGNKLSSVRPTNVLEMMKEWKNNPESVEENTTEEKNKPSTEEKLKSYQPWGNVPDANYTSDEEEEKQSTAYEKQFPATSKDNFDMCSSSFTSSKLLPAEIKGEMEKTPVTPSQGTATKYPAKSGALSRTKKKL
OX1R antag = antagonists of human orexin 1 receptor (OX1R); O43613; OX1R-expressing cells, FRET antagonist read-out; inhibition, % at 6.6 µM; 330,000 compounds, 1.8% hits; AID 485270; in the data active means inhibition mostly above about 38%, no sharp cut-off; inactive means mostly below about 40%;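 further: 0% = agonist challenge alone and 100% = reference antagonist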
Target sequence (O43613 whole entry, looked up): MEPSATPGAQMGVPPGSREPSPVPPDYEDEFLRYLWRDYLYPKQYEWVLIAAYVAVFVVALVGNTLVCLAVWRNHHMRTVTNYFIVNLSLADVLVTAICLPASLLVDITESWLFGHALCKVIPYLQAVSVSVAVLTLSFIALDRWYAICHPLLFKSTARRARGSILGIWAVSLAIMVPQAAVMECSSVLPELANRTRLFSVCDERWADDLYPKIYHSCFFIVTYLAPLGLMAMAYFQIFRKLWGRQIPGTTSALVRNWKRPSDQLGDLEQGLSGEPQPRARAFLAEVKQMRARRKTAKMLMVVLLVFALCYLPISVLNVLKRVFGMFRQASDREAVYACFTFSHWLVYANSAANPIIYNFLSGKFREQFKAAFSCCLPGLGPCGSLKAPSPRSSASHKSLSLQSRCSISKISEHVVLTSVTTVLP
* marks the source's active call; other numbers are inactive results; . = no result given.

Every second line gives: STK33 kinase inh	OX1R antag
> COc1ccc(Cl)cc1C(=O)n1cnc2ccccc21
  -0.3	-4
> O=C1NC(c2ccccc2)=CC(c2ccccc2O)N1 (stereo unspecified)
  -1.8	20
> COc1ccc(NCc2nnc(SCC(=O)Nc3cc(C)cc(C)c3)o2)cc1
  -1.8	13
> CC1CN(Cc2cc(=O)oc3cc(O)ccc23)CC(C)O1 (stereo unspecified)
  -2.3	4
> O=C(C[C@H]1C/C=C\C[C@@H](Cc2ccc(F)cc2)C(=O)OC[C@H]2CCCN2C1=O)NCCO
  -1.2	8
> CCOC(=O)CSc1n[nH]c(NC(=O)c2cccc(C)c2)n1
  0.2	12
> COc1cc2c(cc1OC)-c1cc(NC3CC3)nc(=O)n1CC2
  0.7	8
> CC/C(=N\Nc1ccc([N+](=O)[O-])cc1[N+](=O)[O-])c1ccc(O)cc1
  -0.7	10
> O=[N+]([O-])c1cc(/C=N/N2CCN(C3c4ccccc4-c4ccccc43)CC2)ccc1Cl
  .	18
> Cc1ccc(S(=O)(=O)CCC(=O)OCC(=O)N(C)C2CCS(=O)(=O)C2)cc1 (stereo unspecified)
  -0.5	15
> O=C(NCCN1CCOCC1)c1cnn2c1NC(c1cccs1)CC2C(F)(F)F (stereo unspecified)
  0.7	25
> CCOc1ccc(C(=O)NNC2CC(=O)N(Cc3ccc(Cl)cc3)C2=O)cc1OC (stereo unspecified)
  -0.2	18
> CCN1CCN(C(c2nnnn2Cc2ccc3c(c2)OCO3)C(C)C)CC1 (stereo unspecified)
  -2.1	11
> O=C(CCNS(=O)(=O)c1ccc2[nH]c(=O)oc2c1)NCc1ccccc1
  -0.5	0
> CCCC1=NN2C(=N)/C(=C\c3cc(C)n(-c4cccc(C)c4)c3C)C(=O)N=C2S1
  -0.9	7
> O=C(CNc1cccc(Cl)c1)c1ccc(Br)cc1
  -1.7	14
> COc1cc(CNc2ccc3[nH]c(=O)[nH]c3c2)ccc1OCc1ccc(Cl)cc1
  -1.4	6
> Cc1ccc(CCNS(=O)(=O)c2ccc3c(c2)NC(=O)C(C)C(=O)N3)cc1 (stereo unspecified)
  -0.5	-3
> CCOC(=O)c1ccccc1N1C(=O)CSC1=S
  -0.3	30
> COc1ccccc1NC(=O)C1CCN(c2ncccn2)CC1
  0.1	11
> O=C(CSc1nnc(-c2cccc(Br)c2)o1)N1CCNC1=O
  -2.4	-2
> CCOc1c(Cl)cnn(-c2ccc(C)cc2)c1=O
  -0.7	20
> O=C(C1CCCO1)N1CCN(C(=S)Nc2ccccc2F)CC1 (stereo unspecified)
  2.3	15
> Cc1ccc(C)c(S(=O)(=O)Nc2ccc3[nH]c(=O)[nH]c3c2)c1
  -0.3	27
> CC12CCC(C(=O)N(c3ccc(Cl)cc3)C1=O)C2(C)C (stereo unspecified)
  -1.0	1
> O=C(NCC1CC1)c1ccc2c(c1)S(=O)(=O)c1cc(Cl)ccc1C2=O
  -2.0	29
> C=CCn1c(-c2ccc3ncccc3c2)n[nH]c1=S
  0.9	15
> CCc1ccc(NC(=O)c2cc(Br)ccc2Br)cc1
  -1.6	10
> COc1ccc(-c2noc3c2-c2nc(-c4ccccc4F)sc2CC3)cc1
  0.1	15
> CCCCCOc1ccc(C(C)(O)C(CN2CCOCC2)c2ccccc2)cc1 (stereo unspecified)
  -0.5	0

Every second line gives: STK33 kinase inh	OX1R antag
> Cc1ccc(S(=O)(=O)N2CCC(C(=O)NNC(=O)c3cccnc3)CC2)cc1
  -0.3	16
> Cc1cc(C)n(/N=C/c2c[nH]c3ccccc23)c(=O)c1
  0.7	3
> O=C(NCc1cccnc1)c1cccc(Cl)c1
  1.0	6
> COc1cccc(C(=O)OCC(=O)NCC2CCCO2)c1 (stereo unspecified)
  -0.8	2
> CCOc1ccc2oc(C(=O)NCC(C)(C)CN(C)C)c(C)c2c1
  3.3	-2
> COc1ccc(/C=C/C(O)=C2/C(=O)NC3(C)CC2c2ccccc2O3)c(OC)c1OC (stereo unspecified)
  1.2	15
> O=C(NCc1ccccc1)C1CC(=O)N(c2ccc(OCC(=O)N3CCCC3)cc2)C1 (stereo unspecified)
  -0.4	5
> CCOC(=O)C(=O)Nc1ccc([N+](=O)[O-])cc1OC
  -2.2	54
> COc1cc2c(cc1OC)C(C(=O)N(C)Cc1ccccc1)C(c1cccnc1)N(C)C2=O (stereo unspecified)
  0.3	24
> CCN1C=C(Cc2ccc(OC)cc2)C2=C(C1)C(c1ccc(OC)cc1)C(C#N)=C(N)O2 (stereo unspecified)
  -1.1	2
> CCOC(=O)C1CCN(C(=O)c2ccc(CNS(=O)(=O)c3ccc(C)cc3)cc2)CC1
  -2.1	16
> O=P(c1ccccc1)(c1ccccc1)C(O)c1ccc(Br)cc1 (stereo unspecified)
  -3.1	21
> Cc1ccc(C(C)C)c(OCCN2C(=O)NC(C)(C)C2=O)c1
  0.5	11
> Cc1ccc(C)c(SCc2noc(C(=O)NCC3CCCO3)c2C(=O)O)c1 (stereo unspecified)
  -1.2	27
> Cc1cc(C)cc(NC(=O)NN2C(C)CCCC2C)c1 (stereo unspecified)
  -1.9	16
> O=C(N/N=C(\CC(=O)c1cccs1)C(F)(F)F)c1ccncc1
  -0.6	12
> NC(=O)c1cc(S(=O)(=O)NCCc2ccc(S(N)(=O)=O)cc2)cs1
  0.6	6
> C/C(Cl)=C\CNC(C)c1ccccc1 (stereo unspecified)
  -0.8	10
> COc1ccc(CNc2cc([N+](=O)[O-])ccc2OC)cc1
  -2.7	4
> CC(C)NC(=O)c1onc(CSc2cccc(Cl)c2)c1C(=O)O
  -1.5	27
> CC(=NCCN1CCN(C(=S)Nc2ccccc2)CC1)C1=C(O)CC(C)(C)CC1=O
  0.5	9
> CCOC(=O)c1c[nH]c(=S)n(-c2ccccc2)c1=O
  -0.8	21
> COc1cc(CN2CCC(n3nccc3NC(=O)C3CC3)CC2)cc(OC)c1
  -0.5	8
> Cc1ccc(-n2c(C)nc3ncnc(-c4ccccc4)c32)cc1
  -0.2	12
> CCOC(=O)C1=C(c2ccccc2)NC(=O)NC1c1ccc(OC)cc1 (stereo unspecified)
  -1.9	28
> CC(C)=C(NC(=O)c1ccccc1)C(=O)N/N=C/c1ccc(O)cc1
  -1.4	5
> O=c1c(-c2ccc3c(c2)OCCO3)coc2cc(O)cc(O)c12
  0.2	30
> O=C1CN(C(=O)CSc2nnc(Nc3ccccc3)s2)c2ccccc2N1
  -0.4	4
> O=C(NCc1ccc(Cl)cc1)C(=O)c1c[nH]c2ccccc12
  -0.4	20
> COC(=O)c1ccc(CNC(=O)Cn2cnc3c(NCc4ccccc4)ncnc32)cc1
  .	5

Structural class: the compounds so far containing a CF3 group (2)
Every second line gives: STK33 kinase inh	OX1R antag
> O=C(NCCN1CCOCC1)c1cnn2c1NC(c1cccs1)CC2C(F)(F)F (stereo unspecified)
  0.7	25
> O=C(N/N=C(\CC(=O)c1cccs1)C(F)(F)F)c1ccncc1
  -0.6	12

Grouped by structure: the compounds so far with an NH in an aromatic ring (8)
Every second line gives: STK33 kinase inh	OX1R antag
> CCOC(=O)CSc1n[nH]c(NC(=O)c2cccc(C)c2)n1
  0.2	12
> O=C(CCNS(=O)(=O)c1ccc2[nH]c(=O)oc2c1)NCc1ccccc1
  -0.5	0
> COc1cc(CNc2ccc3[nH]c(=O)[nH]c3c2)ccc1OCc1ccc(Cl)cc1
  -1.4	6
> Cc1ccc(C)c(S(=O)(=O)Nc2ccc3[nH]c(=O)[nH]c3c2)c1
  -0.3	27
> C=CCn1c(-c2ccc3ncccc3c2)n[nH]c1=S
  0.9	15
> Cc1cc(C)n(/N=C/c2c[nH]c3ccccc23)c(=O)c1
  0.7	3
> CCOC(=O)c1c[nH]c(=S)n(-c2ccccc2)c1=O
  -0.8	21
> O=C(NCc1ccc(Cl)cc1)C(=O)c1c[nH]c2ccccc12
  -0.4	20

The list goes on:
Every second line gives: STK33 kinase inh	OX1R antag
> COc1ccc(-c2nc3ccccc3n2Cc2ccccc2)cc1
  1.2	22
> CC1CCc2c(sc3nc(SCC(=O)O)n(-c4ccccc4)c(=O)c23)C1 (stereo unspecified)
  -1.1	11
> COc1cccc(CNC(=O)CCCN2C(=O)C(c3ccccc3)Oc3cccnc32)c1OC (stereo unspecified)
  -1.9	6
> COc1ccccc1C(=O)Oc1ccc(C(C)(C)C)cc1
  3.8	3
> Cn1nc(C(=O)NCc2ccccn2)c2ccccc2c1=O
  -2.2	19
> Cc1cc(C)c2nc(Cl)c(CN(Cc3ccco3)C(=O)Nc3ccccc3C)cc2c1
  -2.2	10
> Cc1ccc(-n2c(CNc3cccc(Cl)c3)n[nH]c2=S)cc1
  -1.4	15
> CC(C)[C@H](NC(=O)NC1CCN(Cc2ccccc2)CC1)C(=O)O
  -1.2	0
> Cc1nn(C)cc1CNCc1c(C(=O)N2CCCCC2)nc2c(C)cccn12
  -1.1	23
> Cc1oc(-c2ccccc2)nc1C(=O)OCC(=O)NC(C)c1ccccc1 (stereo unspecified)
  0.9	5
> COc1ccccc1C(=O)N/N=C(\C)c1ccc(NC(=O)C2CC2)cc1
  -2.5	30
> O=C(Nc1nc(-c2ccc(F)cc2)cs1)c1cccc(N2C(=O)CCC2=O)c1
  -0.9	23
> COc1ccccc1-c1oc2ccccc2c1C#CCCO
  0.2	5
> COc1ccc(OC)c(-c2cc(C(=O)Nc3c(C)nn(Cc4ccccc4Cl)c3C)no2)c1
  0.0	11
> CCCCN(CC)S(=O)(=O)c1ccc(C(=O)N(CCCN(C)C)c2nc3cc(C)cc(C)c3s2)cc1
  -0.7	7
> CCC(CC)C(=O)NCCCN1CCOCC1
  1.2	13
> O=CNCc1nc2ccccc2n1CCc1ccccc1
  -1.4	-2
> O=C(CCc1ccccc1)NC1(Cc2ccccc2)CCN(CCc2cccs2)C1=O (stereo unspecified)
  -2.7	14
> O=C(Nc1ccc(S(=O)(=O)N2CCOCC2)cc1)C1CC(=O)N(c2ccc(F)cc2)C1 (stereo unspecified)
  -0.1	10
> COc1ccc(NC(=O)C(=O)NNC(=O)c2cccs2)c(OC)c1
  -0.8	17
> O=C(OCC(=O)N1CCCC1=O)C1CCN(S(=O)(=O)c2ccc(Cl)c(C(F)(F)F)c2)CC1
  -0.2	3
> COc1cccc(NC(=O)COc2c(F)c(F)c(C(F)(F)F)c(F)c2F)c1
  -0.6	10
> Cc1ccc(Cl)c(OC(=O)c2ccc(N3CCOCC3)c([N+](=O)[O-])c2)c1
  -0.3	19
> COCCn1c(-c2ccc(-c3ccc([N+](=O)[O-])cc3Br)o2)nc2c1c(=O)[nH]c(=O)n2CC(C)C
  -1.5	23
> CC1C2C(c3ccccc3)N(C)C(=O)N(C)C2N(C)C(=O)N1C (stereo unspecified)
  -1.2	12
> Cc1cccc(C)c1NC1=NC(=S)N(c2ccccc2)C12CCOC(C)(C)C2 (stereo unspecified)
  -0.7	14
> Cc1onc(-c2ccccc2Cl)c1C(=O)N1CCCC1
  -1.4	20
> Cc1cc(-c2nnc(SCC(=O)NC3CCCC3)o2)no1
  -1.1	31
> O=C(OCc1ccccc1)c1cccc(-c2nnc(-c3ccccc3)o2)c1
  -1.2	-4
> OC(COc1ccc(Cl)cc1)CN1CCN(c2cccc(Cl)c2)CC1 (stereo unspecified)
  0.2	4

Every second line gives: STK33 kinase inh	OX1R antag
> Cc1cc(C(=O)Nc2ccccc2C)c2ccccc2n1
  -1.8	9
> COc1ccc(C(=O)COC(=O)CCN2C(=O)C3C4CCC(C4)C3C2=O)cc1 (stereo unspecified)
  -1.9	9
> COc1ccc(/C=N/NC(=O)CNC(=O)c2cccs2)cc1
  -1.0	21
> CN1C(=O)C(C)(C)N(C(=O)c2cccc([N+](=O)[O-])c2)c2ccccc21
  0.2	6
> COc1ccc(CNC2CCSc3ccccc32)cc1OC (stereo unspecified)
  -1.4	23
> Nc1ncnc(Nc2cccc(F)c2)n1
  2.3	3
> CCC(=O)Nc1ccc2c(c1)ncn2-c1ccccc1C
  .	20
> Cc1ccccc1S(=O)(=O)Cc1ccc(C(=O)NCc2ccccc2)o1
  -1.4	6
> CC(=O)c1cn(CC(=O)Nc2ccc(C)cc2)c2ccccc12
  -2.8	15
> Cc1c(NC(=O)COC(=O)c2ccc(F)c(S(=O)(=O)N3CCOCC3)c2)c(=O)n(-c2ccccc2)n1C
  -2.3	8
> O=C(Nc1nc(-c2cccc([N+](=O)[O-])c2)cs1)c1cccc([N+](=O)[O-])c1C(=O)O
  -1.0	26
> CC[C@@]1(C(=O)OC)N[C@H](CN(C)S(=O)(=O)c2ccc(-c3ccccc3)cc2)[C@@H]2C(=O)N(Cc3ccccc3)C(=O)[C@@H]21
  .	2
> Cc1cc(C)n2nc(C(=O)OCC(=O)Nc3ccc4c(c3)OC(F)(F)O4)nc2n1
  .	9
> Cc1ccccc1NC(=O)CSc1nnc(-c2ccoc2C)n1CCc1ccccc1
  -2.2	50
> O=C(N/N=C/c1ccco1)c1cc(-c2cccs2)[nH]n1
  1.8	14
> CCCCCCC(=O)NCC(=O)OCC(=O)c1ccccc1
  -0.8	4
> Cc1cc(NC(=O)CSc2nnc(C3COc4ccccc4O3)n2C)no1 (stereo unspecified)
  0.0	11
> CC(C)Cn1c(N)c(C(=O)COC(=O)c2cc(S(=O)(=O)N3CCOCC3)ccc2Br)c(=O)n(C)c1=O
  1.2	9
> Oc1ccc(Cl)cc1CNCc1ccc(F)c(F)c1
  1.3	0
> CN(CC(=O)O)S(=O)(=O)c1ccc2c(c1)NC(=O)CC(=O)N2
  -0.1	20
